Assay outcomes: PubChem BioAssay, National Center for Advancing Translational Sciences (NCATS)
TrxR1 inh – qHTS Assay for Inhibitors of Mammalian Selenoprotein Thioredoxin Reductase 1 (TrxR1): qHTS; Thioredoxin reductase 1, cytoplasmic (Rattus norvegicus), O89049; 1% of 390,000 active; Potency, µM (series often up to 114 µM), for the others: top-dose activity change, negative = inhibition, hits mostly inhibitors; recombinant rTrxR1, NADPH fluorescence consumption, selenite substrate; also: % is scaled to controls: 0 for no effect and ±100 for the full control effect; nearly all actives have a fitted effect of over 65% in size
Target sequence (O89049 whole entry, looked up): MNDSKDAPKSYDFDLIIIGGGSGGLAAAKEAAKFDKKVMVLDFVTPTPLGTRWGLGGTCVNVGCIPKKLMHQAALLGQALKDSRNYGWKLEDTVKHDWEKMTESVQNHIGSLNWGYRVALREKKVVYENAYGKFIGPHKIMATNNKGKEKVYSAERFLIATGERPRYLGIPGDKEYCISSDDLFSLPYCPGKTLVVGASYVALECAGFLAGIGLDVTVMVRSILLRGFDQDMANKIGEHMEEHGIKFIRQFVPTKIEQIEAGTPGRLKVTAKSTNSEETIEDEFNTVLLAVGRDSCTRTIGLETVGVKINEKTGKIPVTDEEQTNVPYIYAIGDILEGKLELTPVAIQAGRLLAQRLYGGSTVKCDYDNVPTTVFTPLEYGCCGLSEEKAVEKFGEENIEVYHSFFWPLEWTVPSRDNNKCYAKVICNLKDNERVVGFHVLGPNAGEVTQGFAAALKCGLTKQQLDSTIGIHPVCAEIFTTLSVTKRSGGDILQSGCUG
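Rat TrxR1 (90 nM in the dispensed reagent) was pre-reduced with 400 uM NADPH for 5 min at room temperature, then incubated with compound for 15 min. After 400 uM selenite was added, NADPH fluorescence (Ex 340/Em 450 nm) was followed for 8 min.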
12-LOX inh – Primary qHTS assay for inhibitors of human arachidonate 12S-lipoxygenase (ALOX12): Round 2; Polyunsaturated fatty acid lipoxygenase ALOX12 (Homo sapiens), P18054; purified 12hLO, xylenol orange hydroperoxide absorbance; Potency, µM (series often up to 108 µM), for the others: top-dose activity change, negative = inhibition, actives largely listed as inhibitors; 1.1% of 580,000 active; AID 1671190, 2021; also: % is scaled to controls: 0 for no effect and ±100 for the full control effect
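Purified human 12hLO at 150 nM in 25 mM Hepes, 0.01% Triton X-100, pH 7.0, preincubated 15 min at room temperature with compound. Reaction started with 40 uM arachidonic acid, 30 min at room temperature. Hydroperoxide measured by Fe-xylenol orange, 573/405 nm absorbance ratio.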
RXFP1 ag – qHTS Assay for Agonists of the Relaxin Receptor RXFP1 | HEK293T-RXFP1 cAMP TR-FRET, 30 min; response scale: percent of porcine relaxin response, buffer zero | Potency, µM (titrated, usually from 57.5 µM), for inactives: at the top dose activation, most hits filed as activators | 0.3% of 370,000 active | AID 2676, 2010; also: % is scaled to controls: 0 for no effect and ±100 for the full control effect; nearly all actives have a fitted effect of over 60% in size; many of its hits are not listed in these tables
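HEK293T cells stably expressing RXFP1 were pretreated with the PDE4 inhibitor Ro 20174, exposed to compounds for 30 min at 37C, lysed, and cAMP was read by TR-FRET. Data normalized to buffer (basal) and 29 nM porcine relaxin (100%).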
IDH1 R132H inh – qHTS for Inhibitors of mutant isocitrate dehydrogenase 1 (IDH1): qHTS; Isocitrate dehydrogenase [NADP] cytoplasmic (Homo sapiens), O75874; IDH1-R132H enzyme, NADPH consumption, diaphorase/resazurin fluorescence; Potency, µM (titrated, usually from 76.6 µM), for inactives: at the highest dose activity change, negative = inhibition, usual class: inhibitors; 0.093% of 390,000 active; also: % is scaled to controls: 0 for no effect and ±100 for the full control effect; nearly all actives have a fitted effect of over 65% in size
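IDH1-R132H (0.5 ug/mL dispensed) in pH 7.5 Tris buffer was preincubated 30 min with compound, then given a substrate mix of 0.016 mM NADPH and 2 mM alpha-KG for 80 min at room temperature; remaining NADPH was read by diaphorase/resazurin fluorescence.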
TrxR1 substrate – qHTS Assay for Substrates of Mammalian Selenoprotein Thioredoxin Reductase 1 (TrxR1): qHTS; Potency, µM (highest dose often 114 µM), for inactives: at the top dose activity change, negative = substrate turnover; 0.01% of 390,000 active; purified TrxR1 substrate turnover, NADPH consumption readout; AID 588456, 2011; Thioredoxin reductase 1, cytoplasmic (Rattus norvegicus), O89049; also: % is scaled to controls: 0 for no effect and ±100 for the full control effect; nearly all actives have a fitted effect of over 50% in size
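Rat TrxR1, dispensed at 90 nM, was prereduced with 400 uM NADPH (final) for 5 min at ~22 deg C, then incubated with compound 15 min before 400 uM selenite. A first-read NADPH fluorescence drop versus no-compound background flagged substrates.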
RGS4 inh – Inhibitors of Regulator of G Protein Signaling (RGS) 4: qHTS. Transcreener GDP fluorescence polarization, RGS4-accelerated GTP hydrolysis. Potency, µM (top dose mostly 114 µM), without a hit: at the highest dose activity change, negative = inhibition, usual class: inhibitors. 0.039% of 390,000 active; also: % is scaled to controls: 0 for no effect and ±100 for the full control effect; nearly all actives have a fitted effect of over 75% in size; some results filed as inactive show a strong effect at the top dose
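MLSMR compounds (23 nl, pin-transferred) preincubated 10 min at room temperature with a 500nM (2x) first reagent, then RGS4 at 900nM (2x) plus Transcreener GDP mix added; fluorescence polarization (620/688 nm) read before and after 90 min at 30 °C.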
Vif-A3G inh – qHTS for Inhibitors of Vif-A3G Interactions: qHTS; DNA dC->dU-editing enzyme APOBEC-3G (Homo sapiens), Q9HC16; HeLa A3G-eYFP + Vif (tagged APOBEC3G with the HIV-1 protein that degrades it), YFP fluorescence, overnight; Potency, µM (top dose mostly 46.1 µM), without a hit: at the highest dose activity, negative = active, actives largely listed as inhibitors; 0.076% of 410,000 active;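 also: % is scaled to controls: 0 for no effect and ±100 for the full control effect; nearly all actives have a fitted effect of over 60% in size; hits raise eYFP signal because A3G escapes Vif-driven loss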
Target sequence (Q9HC16 whole entry, looked up): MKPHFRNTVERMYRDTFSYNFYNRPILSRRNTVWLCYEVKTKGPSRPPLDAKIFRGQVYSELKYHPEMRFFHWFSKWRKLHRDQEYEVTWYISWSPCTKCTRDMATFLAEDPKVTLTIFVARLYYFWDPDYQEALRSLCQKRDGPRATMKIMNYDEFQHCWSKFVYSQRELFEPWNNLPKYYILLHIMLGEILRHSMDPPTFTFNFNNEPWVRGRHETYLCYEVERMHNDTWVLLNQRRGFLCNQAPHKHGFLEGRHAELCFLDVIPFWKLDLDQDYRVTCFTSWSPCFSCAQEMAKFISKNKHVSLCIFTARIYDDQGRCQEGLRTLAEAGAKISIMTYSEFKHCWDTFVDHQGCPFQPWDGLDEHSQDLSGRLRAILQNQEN
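Read-out is eYFP fluorescence (Ex 488/Em 500-530) from Vif-expressing HeLa A3G-eYFP cells; more signal means A3G escaped Vif-mediated degradation. Cells plated overnight, compound pinned in, incubated overnight at 37 deg C.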
Vif-A3F inh – qHTS for Inhibitors of Vif-A3F Interactions: qHTS. HeLa A3F-eYFP + Vif (tagged APOBEC3F with the HIV-1 protein that degrades it), YFP fluorescence increase. Potency, µM (highest dose often 46.1 µM), for inactives: top-dose activity, negative = active. 0.2% of 390,000 active. AID 602313, 2012; also: % of control where 0% means no effect; nearly all actives have a fitted effect of over 65% in size
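HeLa cells stably expressing A3F-eYFP plus Vif, plated and incubated overnight at 37 deg C, then exposed to compounds overnight at 37 deg C. Blocked degradation read as raised yellow fluorescence (Ex 488/Em 500-530).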
USP1-UAF1 inh – Inhibitors of USP1/UAF1: Primary Screen; Ubiquitin carboxyl-terminal hydrolase 1 (Homo sapiens), O94782; recombinant USP1/UAF1, Ub-Rhodamine cleavage fluorescence; Potency, µM (top dose mostly 57.1 µM), inactives show at the top dose activity change, negative = inhibition, most hits filed as inhibitors; 0.23% of 390,000 active; also: % is scaled to controls: 0 for no effect and ±100 for the full control effect; nearly all actives have a fitted effect of over 60% in size; inactives centre near -12
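In this screen, compounds sit with the deubiquitinase complex (1nM) for 15 min at room temperature before Ub-Rho is added at 150nM final. Fluorescence rise is then followed for 6 reads every 60 seconds.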
The depositor's hits bear a star; ? = inconclusive; / = no result given; [ ] = remark or other dose. Calls follow the shape of the dose curve; as a rule, active = well fitted curve in the direction sought with a large enough effect; inconclusive = small, poorly fitted or top-dose-only effect, or another doubt; inactive = no such curve, though single readings can be large; an effect the other way counts as inactive or inconclusive. Potency is read from the fitted curve at half-maximal effect. A portion of the library; rates above refer to the full screens.

| molecule | RGS4 inh | RXFP1 ag | 12-LOX inh | Vif-A3F inh | TrxR1 substrate | IDH1 R132H inh | Vif-A3G inh | USP1-UAF1 inh | TrxR1 inh |
| --- | --- | --- | --- | --- | --- | --- | --- | --- | --- |
| C=C(C(=O)c1ccccc1)C(CC(=O)c1ccccc1)c1ccccc1 (stereo not drawn) | -18% | 1.1% | -14% | 1% | -16% | 2% | -22% | -10% | -16% |
| CN(C)C(CNC(=O)c1cccc(S(=O)(=O)NCc2ccccc2)c1)c1ccccc1 (stereo not drawn) | -7% | 0.4% | 6% | 2% | 4%[57.1 µM] | 1% | -1% | -8% | 5%[57.1 µM] |
| CCN(CC)P(=O)(c1ccccc1)c1c(C)nc2ccccn12 (stereo not drawn) | -12% | 0.9% | -29% | -17% | 3%[57.1 µM] | -2% | -2% | -23% | 10%[57.1 µM] |
| CC(=O)Nc1ccc(N2CCN(C(=O)c3cccs3)CC2)cc1 | -26% | -1.1% | 0% | -2% | 4%[57.1 µM] | -5% | 0% | -10% | 10%[57.1 µM] |
| O=C1CCC(N2C(=O)c3ccccc3C2=O)C(=O)N1 (stereo not drawn) | 24%[56.9 µM] | 0.1% | 13% | -1% | 7%[57.1 µM] | 4% | 1% | 8% | 8%[57.1 µM] |
| CN(C(=O)c1ccccc1C(=O)OCC(=O)Nc1ccccc1)c1ccccc1 | 7% | -2.5% | 15% | 8% | -2% | -9% | -5% | -5% | 7% |
| Cc1ccc(OCC(=O)Nc2ccc(F)cc2)cc1C | -14% | 0.9% | 7% | 1% | 5%[57.1 µM] | 6% | -3% | -7% | 19% |
| COc1ccc2cc(C)c(SCC(=O)Nc3cc(C)on3)nc2c1 | -1% | ? | 6% | 2% | 1% | -2% | 0% | ? | 23% |
| CCOC(=O)c1ccc(NC(=O)CSc2nnc(Cn3c(=O)sc4ccccc43)n2C)cc1 | 6% | 9.2% | 94%[activator] | 1% | 3% | 5% | -1% | -10% | 32% |
| O=C(CN1CCN(Cc2ccc(F)cc2)C1=O)NCc1ccccc1 | -11% | -0.2% | -17% | 1% | 2% | -6% | 0% | -17% | 5% |
| Oc1ccc(C[C@@H]2CNCCN2CC2CCCCC2)cc1 | -1% | 0.0% | -10% | -5% | -3% | -5% | 3% | 7% | 14% |
| CCOc1cc(C2c3c(oc4ccc(F)cc4c3=O)C(=O)N2Cc2ccc(C)cc2)ccc1O (stereo not drawn) | -7% | -0.5% | ? | 0% | 5% | -16% | 1% | -8% | 8% |
| CCOC(=O)CSc1nc(N)c(C(=O)Nc2ccc(N(C)C)cc2)s1 | -40% | -1.1% | -24% | 1% | -6%[57.1 µM] | 11% | -1% | -16% | 3%[57.1 µM] |
| Cn1c2c(c3cnc4cc(Cl)ccc4c31)CNCC2 | 5% | / | / | / | 7% | / | 5% | / | 15% |
| CC(=O)c1csc(COc2cc(Cl)cc(Cl)c2)n1 | -32% | 0.5% | ? | -10% | 6%[57.1 µM] | 5% | -7% | -6% | 15%[57.1 µM] |
| O=C(C[n+]1cc(Br)cc(Br)c1)c1ccc(Cl)cc1 | -21%[56.9 µM] | 8.6% | -4% | 7% | -10% | -2% | -5% | -22% | ? |
| Cc1ccc(C(=O)NNC(=O)c2ccc3ncccc3c2)cc1 | -4% | 6.7% | 7% | ? | -5%[57.1 µM] | 10% | 4% | -9% | 32%[57.1 µM] |
| CC(C)(C)NC(=O)Cn1nc(C(F)(F)F)c2c1CCCC2 | 4% | 1.0% | -6% | -12% | 6%[57.1 µM] | -8% | 2% | -23% | 13%[57.1 µM] |
| O=C(NCc1cccnc1)C1c2ccccc2C(=O)N1Cc1ccccc1 (stereo not drawn) | -47% | 0.4% | 3%[57.4 µM] | 1% | -5% | 2% | 1% | -11% | 0% |
| C=CCC[C@H](Cc1ccc(F)cc1)C(=O)O[C@H](CNC(=O)[C@@H](CC=C)CC(=O)N(CCO)Cc1ccccc1)c1ccccc1 | -14% | / | -5% | -1% | 0% | 1%[38.3 µM] | -1% | ? | 30% |
| O=CN1CCCN(Cc2nc(-c3cccc(Cl)c3)no2)CC1 | -19% | -0.6% | -8% | -8% | 2% | 0% | 3% | -15% | 6% |
| O=c1c2cc(NC(=S)NCc3ccccn3)ccc2nc2n1CCCCC2 | -5% | 9.3% | -14% | -9% | -2% | 3% | 3% | -4% | -3% |
| CCCN(C(=O)Cn1ncc2c1-c1ccccc1OC2)c1cccc(C)c1 | 19% | 0.2% | 0% | -1% | -22% | 6% | -4% | -3% | -32% |
| CCOc1ccc(S(=O)(=O)NCc2ccccc2)cc1C(N)=O | -1% | 2.0% | 0% | -2% | 1% | 10% | -8% | -25% | 10% |
| Cc1ccc(OC(C)C(=O)N(Cc2cccs2)C2CCS(=O)(=O)C2)cc1C (stereo not drawn) | 10% | -1.2% | 0% | 8% | -3% | -9% | -1% | 0% | 1% |
| Cc1ccc(N2C(=O)C(NC(=O)c3ccccc3F)(C(F)(F)F)C3=C2CC(C)(C)CC3=O)cc1 (stereo not drawn) | 13% | -0.4% | -20% | 1% | -13% | -4% | -1% | -2% | -11% |
| CCN(C(=O)COC(=O)c1ccc(Cl)c(N)c1)C1CCS(=O)(=O)C1 (stereo not drawn) | -27%[56.9 µM] | 3.5% | 5% | 3% | 10% | 11% | 1% | -19% | 19% |
| O=C(Nc1ccccc1)N1CCC(c2nc(-c3ccc(S(=O)(=O)N4CCOCC4)cc3)no2)CC1 | -6% | 1.4% | 4% | -1% | 8%[57.1 µM] | 6% | ? | -4% | 8% |
| C[C@@]12C(=O)N(Cc3ccc(Cl)cc3)CC(=O)N1[C@H]1c3ccccc3OC[C@@H]1[C@@H]2c1ccccc1 | -13% | 1.3% | -2% | -5% | -6%[57.1 µM] | 8% | 1% | -31% | 25%[57.1 µM] |
| CCN(CC)C(=O)C1=C(C)N(Cc2ccccc2)C(=O)C(CC(=O)NC2CCCCC2)C1 (stereo not drawn) | / | / | -4% | -6% | / | 3% | -1% | -5% | / |
| CCOC(=O)N1CCN(CC(O)COc2ccccc2C(C)C)CC1 (stereo not drawn) | 0% | -0.6% | ? | -1% | 3%[57.1 µM] | 4% | -1% | -8% | 4%[57.1 µM] |
| O=C(c1ccncc1)N1CCN(S(=O)(=O)c2cc(C(F)(F)F)cc(C(F)(F)F)c2)CC1 | 1% | 1.2% | -2% | 0% | 1% | 6% | 2% | -14% | 1% |
| Cc1noc(NS(=O)(=O)c2ccc(NC(=O)CSc3nnc(-c4ccccc4)n3C3CCCCC3)cc2)c1C | -13% | 1.5% | 1% | -3% | 6% | -2% | -10% | -14% | 5% |
| O=C(CSc1nc2ccccc2c(=O)n1-c1ccc(F)cc1)NCc1ccco1 | -12% | 1.6% | -13% | -11% | 0% | 12% | 3% | -7% | ? |
| Cc1ccc(-n2c(CNc3ccc(F)cc3)nnc2SCC(N)=O)cc1 | -25% | -2.7% | ? | -4% | 0% | 4% | 2% | -14% | 2% |
| Cc1ccc(C(=O)NCC(=O)NCCSc2ccc(Br)cc2)cc1 | -6% | 0.7% | -15% | -8% | -7% | 8% | 2% | 1% | 2% |
| N=c1ccn(Cc2ccc([N+](=O)[O-])cc2)cc1 | 28% | 0.7% | -25% | 13% | 4%[57.1 µM] | 21% | 1% | 11% | -2%[57.1 µM] |
| CC(=O)NC1=NN(C(C)=O)C(C)(c2ccco2)S1 (stereo not drawn) | 1% | -1.7% | 11% | -3% | 3%[57.1 µM] | 2% | -22% | -5% | 4%[57.1 µM] |
| O=C(NCc1ccc(Cl)cc1Cl)c1ccccn1 | -10% | 3.8% | -15% | -2% | 0%[57.1 µM] | 2% | 2% | -18% | 9%[57.1 µM] |
| CC(=O)c1ccc(NC(=O)C[n+]2cccc(C)c2)cc1 | -18% | 0.0% | 326%[activator] | 0% | -3% | 3% | 2% | -3% | 0% |
| CCCn1c(Cc2ccccc2)n[nH]c1=S | 3% | 0.5% | 0% | 2% | -5% | 20% | -1% | 2% | -15% |
| Cc1cc(Cl)ccc1NC(=O)CN1C(=O)C(=O)c2ccccc21 | -17% | 0.7% | -10% | -4% | -8% | -1% | -3% | -16% | 11% |
